SSB-PriA inh: inhibitors of Klebsiella pneumoniae PriA binding to SSB C-terminal tail. AlphaScreen SSBct-PriA binding, biotinylated peptide. inhibition, % at 33 µM. actives 0.6% (n = 430,000). AID 1272365; in the data active means inhibition mostly above about 37%, no sharp cut-off; inactive means mostly below about 20%;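 further: plate controls were negative control peptide for no effect and reference peptide for full effect; strong numbers were not always called active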
Active calls of the source: *; i = inactive; & = joins results of further samples. A portion of the library; the hit share may differ from the screen's.

SMILES | SSB-PriA inh
COC(=O)c1ccc(NS(=O)(=O)c2cccc([N+](=O)[O-])c2)cc1 | -14
CC1SC(=N/N=C/c2ccco2)N(Cc2ccc(F)cc2)C1=O (stereo not drawn) | i
COc1ccc(NC(=O)NCCNc2ccc(Nc3cccc(C)n3)nn2)cc1 | 6
Cc1cc(NC(=O)C(C)Sc2nnnn2-c2ccc(Cl)cc2)no1 (stereo not drawn) | 2
O=C(NCc1cc(-c2cc3ccccc3o2)on1)c1cc(-c2cccs2)[nH]n1 | -6
O=C(NCCCN1CCOC(c2ccccc2)C1)C(=O)NCc1ccc2c(c1)OCO2 (stereo not drawn) | -6
O=C(COc1ccccc1)N(Cc1cccnc1)c1nc2c(F)cccc2s1 | -17
O=C(Cc1cccc2ccccc12)NCC(c1ccsc1)N1CCc2ccccc2C1 (stereo not drawn) | 6
Cn1nc(-c2cccs2)cc1C(=O)N1CCN(C(c2ccccc2)c2ccccc2)CC1 | 1
CC1(C)Cc2cccc(OCC(=O)N3CCN(c4cc(C(F)(F)F)ncn4)CC3)c2O1 | -9
COc1nn(C)cc1C(=O)Nc1ccc(C(=O)NCCn2nc(-c3ccco3)ccc2=O)cc1 | 3
O=C(CSc1ncnc2sc3c(c12)CCC3)Nc1cccc(-c2nc3ccccc3s2)c1 | -6
O=C(CSc1nc2c(c(=O)n1CCc1ccccc1)SCC2)NCc1ccc2c(c1)OCO2 | 12
Cc1cc(Nc2ccc(NC(=O)c3c[nH]c4ccccc34)cc2)nc(N2CCCC2)n1 | -10
CCOc1ccccc1NC(=O)Nc1ccc(CN2CCN(c3ccccn3)CC2)cc1 | 29
Cn1c(CN2CCN(C(=O)Cc3ccccc3)CC2)nc2ccccc21 | -2
Cc1nc(N)sc1C(=O)NN=Cc1cccnc1 | -4
COc1ccc(-c2nnc(NC(=O)c3ccc(SC)cc3)o2)cc1 | -3
O=C(Cc1ccc(F)cc1)Nc1ccc2c(c1)CN(C(=O)c1ccco1)CC2 | 2
CC(=O)N1CCN(C(=S)c2ccc(-c3ccc(Cl)cc3[N+](=O)[O-])o2)CC1 | 35
CC(=NNC(=O)c1cc(-c2ccc(Cl)s2)[nH]n1)c1ccncc1 | -5
Cc1noc(C)c1CN1CCNCC1 | -6
COc1ccc(C=NNC(=O)c2nnn(-c3nonc3N)c2-c2cccs2)cc1OC | 4
COc1ccc(-c2n[nH]c(=O)c3nc(N)sc23)cc1 | -8
CCc1ccc(C(=O)c2c(N)c(-c3nc4ccccc4[nH]3)c3ccccn23)cc1 | -10&-1
Cc1cc(C)c(S(=O)(=O)N2CCCC[C@@H]2CCNC(=O)C(=O)NCc2ccccc2F)c(C)c1 | -5
Cc1ccc(O[C@H]2CCCN(C(=O)c3ccncc3)C2)nn1 | -12
COC(=O)c1ccc(N/C=C(/C#N)C(=O)NCc2ccco2)cc1 | -3
COc1ccc2nc(-c3ccc(C)c(NS(=O)(=O)c4ccc(F)c(C)c4)c3)cn2n1 | -7
O=C(Nc1ccc2c(c1)N(C(=O)c1cccs1)CCC2)c1ccc(F)c(F)c1 | -15
O=C(OC1CN(c2nc3ccc(F)cc3s2)C1)[C@@H]1COc2ccccc2O1 | -3
CC(NC(=O)c1ccsc1)c1ccc(F)cc1 (stereo not drawn) | -4
O=S(=O)(Nc1cnc(Oc2ccccc2)nc1)c1ccccc1F | -5
Cc1ccc(-n2c(C)nc3ccc(NC(=O)Nc4ccc(F)c(Cl)c4)cc3c2=O)cc1 | 7
COc1ccc(Cl)cc1NC(=O)NCCNC(=O)c1ccc(NC(=O)C2CC2)cc1 | -1
O=C(NCc1cccs1)c1ccc(N2CCC(Cc3ccccc3)CC2)nn1 | -17
COc1ccc(C=NNC(=O)C(=O)NCc2cccnc2)cc1OC | -5
CCOC(=O)CCC(=O)NCc1ccc2[nH]c3c(c2c1)CCCC3 | 21
COc1ccc2oc(-c3csc(NC(=O)c4cc([N+](=O)[O-])cc([N+](=O)[O-])c4)n3)cc2c1 | -19
O=S(=O)(c1ccc(Br)s1)N1CCC(Oc2cnccn2)C1 (stereo not drawn) | -5
Cc1ccc(N2CCCS2(=O)=O)cc1NC(=O)C(=O)NCc1cccnc1 | 5
O=c1cc(C2CC2)nc2n1CCCN2 | -7
CCn1c(SCC(=O)Nc2ccc3c(c2)OCO3)nnc1-c1cccn(C)c1=O | -6
FC(F)(F)c1ccc(C=Nn2c(C3CCCCC3)n[nH]c2=S)cc1 | 7
CCN1CCN(CC(=O)N2N=C(c3ccc(Br)cc3)CC2c2ccc(Br)cc2)C(=O)C1=O (stereo not drawn) | 10
CCOc1cc(-c2nnc(NC(=O)c3cccc(C(F)(F)F)c3)o2)cc(OCC)c1OCC | 2
COc1ccc(C2CC(=O)n3nc(-c4cccc5ccccc45)nc3S2)cc1 (stereo not drawn) | -15
CN1C(=O)Cc2cc(NC(=O)c3c(F)cccc3F)ccc21 | 4
N#Cc1nccnc1N1CCC(CNC(=O)C(=O)NCc2cccs2)CC1 | 6
CC(C)N1CCC(CNC(=O)C(=O)NCc2cccs2)CC1 | 8
Cc1ccccc1NC(=O)C(C)ON=Cc1cccc([N+](=O)[O-])c1 (stereo not drawn) | -3
CC(=NNS(=O)(=O)c1ccc(Cl)cc1)c1ccc(O)cc1 | -8
Cc1cncnc1N1CCN(S(=O)(=O)c2ccc(OC(F)(F)F)cc2)CC1 | -2
CC(C)CNC(=O)CON=Cc1ccccc1Cl | -5
CCCC(=O)Nc1ccccc1C(=O)NCCCn1ccnc1 | 15
COCCN(CCOC)C(=O)NC(=O)c1ccc(Cl)cc1 | 10
Cc1ccnc(NS(=O)(=O)c2ccc(NC(=O)c3cc([N+](=O)[O-])cc([N+](=O)[O-])c3)cc2)n1 | -7
Cn1nc(CNC(=O)NCc2cccs2)cc1-c1ccco1 | -6
O=C(C[C@@H]1C/C=C/C[C@@H](Cc2ccc(F)cc2)C(=O)OC[C@@H]2CCCN2C1=O)N[C@H](CO)Cc1ccccc1 | 6
COc1ccc(S(=O)(=O)CCCC(=O)Nc2nnc(Cc3cccs3)o2)cc1 | -6

Arranged by molar mass (descending): 17 of the compounds above.
SMILES | SSB-PriA inh
CCN1CCN(CC(=O)N2N=C(c3ccc(Br)cc3)CC2c2ccc(Br)cc2)C(=O)C1=O (stereo not drawn) | 10
O=C(C[C@@H]1C/C=C/C[C@@H](Cc2ccc(F)cc2)C(=O)OC[C@@H]2CCCN2C1=O)N[C@H](CO)Cc1ccccc1 | 6
CCOc1cc(-c2nnc(NC(=O)c3cccc(C(F)(F)F)c3)o2)cc(OCC)c1OCC | 2
Cc1ccnc(NS(=O)(=O)c2ccc(NC(=O)c3cc([N+](=O)[O-])cc([N+](=O)[O-])c3)cc2)n1 | -7
COc1ccc(S(=O)(=O)CCCC(=O)Nc2nnc(Cc3cccs3)o2)cc1 | -6
CCn1c(SCC(=O)Nc2ccc3c(c2)OCO3)nnc1-c1cccn(C)c1=O | -6
Cc1cncnc1N1CCN(S(=O)(=O)c2ccc(OC(F)(F)F)cc2)CC1 | -2
COc1ccc(C2CC(=O)n3nc(-c4cccc5ccccc45)nc3S2)cc1 (stereo not drawn) | -15
N#Cc1nccnc1N1CCC(CNC(=O)C(=O)NCc2cccs2)CC1 | 6
Cc1ccccc1NC(=O)C(C)ON=Cc1cccc([N+](=O)[O-])c1 (stereo not drawn) | -3
CC(=NNS(=O)(=O)c1ccc(Cl)cc1)c1ccc(O)cc1 | -8
CC(C)N1CCC(CNC(=O)C(=O)NCc2cccs2)CC1 | 8
Cn1nc(CNC(=O)NCc2cccs2)cc1-c1ccco1 | -6
COCCN(CCOC)C(=O)NC(=O)c1ccc(Cl)cc1 | 10
CCCC(=O)Nc1ccccc1C(=O)NCCCn1ccnc1 | 15
CN1C(=O)Cc2cc(NC(=O)c3c(F)cccc3F)ccc21 | 4
O=c1cc(C2CC2)nc2n1CCCN2 | -7

The listing continues.
SMILES | SSB-PriA inh
O=S(=O)(c1ccccc1)N1CCN(CC(O)CON=C2c3ccccc3-c3ccccc32)CC1 (stereo not drawn) | 10
Cc1cccc(-n2nnnc2SCC(=O)NCCO)c1 | -1
CC(=NNc1cccc2cccnc12)c1ccccc1O | -3
Cn1c(-c2ccccn2)nn(CCNC(=O)C2(c3ccc(Cl)cc3)CCCC2)c1=O | -10
CCOC(=O)c1ccc2c(c1)sc(=NC(=O)c1ccc(Br)s1)n2C | -3
CCC(=O)Nc1ccc(S(=O)(=O)N2CCC3(CC2)OCCS3)c(C)c1 | -7
CC(=NNS(=O)(=O)c1ccccc1)c1cc(Cl)cc(Cl)c1O | -11
O=C(Nc1ccc(SCC(=O)N2CCc3ccccc32)nn1)c1ccco1 | -8&20
COc1cccc2sc(OC3CN(C(=O)c4ccn(C)n4)C3)nc12 | -1
CNC(=O)CS(=O)(=O)C1CCN(C(=O)COc2cccc3c2OC(C)(C)C3)CC1 | -14
COc1ccc(OC)c(C=NNC(=O)CCN2CCN(C(c3ccccc3)c3ccccc3)CC2)c1 | 23
O=c1ccnc(SCc2ccc(F)cc2)[nH]1 | -7
Cc1onc(-c2ccccc2Cl)c1C(=O)NCC1(c2cccs2)CCCC1 | -18
CC(=O)Nc1cccc(NC(=O)CSc2nnc(C(C)C)c3cnn(-c4ccc(F)cc4)c23)c1 | 4
O=C(NCCCn1nc(-c2ccccc2)ccc1=O)C1CC1 | -26
Cc1ccc(S(=O)(=O)Nc2ccc(C(=O)O)cc2)cc1C | -10
C=CCn1c(SCC(=O)Nc2cccc(C(F)(F)F)c2)nc2scc(-c3ccco3)c2c1=O | -11
Cc1cc(S(=O)(=O)N2CCN(c3ccc(-c4cccnc4)nn3)CC2)ccc1F | -5
O=C(O)c1ccc(NN=Cc2c[nH]c3ccccc23)cc1 | -13
CCSc1ccccc1C(=O)NCCn1ccn2nccc12 | -10

Some of these compounds in order of molar mass, smallest number first:
SMILES | SSB-PriA inh
Cn1c(-c2ccccn2)nn(CCNC(=O)C2(c3ccc(Cl)cc3)CCCC2)c1=O | -10
COc1ccc(OC)c(C=NNC(=O)CCN2CCN(C(c3ccccc3)c3ccccc3)CC2)c1 | 23
C=CCn1c(SCC(=O)Nc2cccc(C(F)(F)F)c2)nc2scc(-c3ccco3)c2c1=O | -11

Going on with the list.
SMILES | SSB-PriA inh
COc1ccc(S(=O)(=O)NCC(c2ccsc2)N2CCN(C)CC2)c(C)c1 (stereo not drawn) | 6
CCOc1ccccc1NC(=O)NC1CCN(c2nccs2)CC1 | 18
O=C(Nc1nc(C(=O)NCc2ccncc2)cs1)c1ccccc1 | -15
O=C(NCC1CCCN1S(=O)(=O)c1ccccc1)Nc1ccccc1 (stereo not drawn) | -14
O=C(CSc1nnc2ccc(C(=O)NCc3ccccc3)cn12)Nc1ccccc1Br | -9
Cc1ccccc1Oc1ccc(S(=O)(=O)Nc2ccccc2F)cc1 | -11
COc1ccc(-c2ccc(N3CCN(C(=O)C(F)(F)F)CC3)nn2)cc1OC | 2
CN1CCC(CNC(=O)c2ccc(C#N)cc2)CC1 | -13
CCOC(=O)c1oc2ccccc2c1NC(=O)C(c1ccccc1)c1ccccc1 | -7
Cc1cc(C(=O)CSc2ncn[nH]2)c(C)n1-c1cc(Cl)ccc1Cl | 8
Cc1cc(C)c(C)c(-c2nnc(NC(=O)c3ccccc3Br)s2)c1C | -1
COc1ccc(C=NNC(=O)c2cccc(Br)c2)cc1CSc1ccccn1 | 2
CC(C)Cn1c(=O)c2ccccc2n(Cc2nc(-c3ccc(C(F)(F)F)cc3)no2)c1=O | -4
COC(=O)c1sccc1S(=O)(=O)N1CCC(n2cc(-c3ccccc3)nn2)C1 (stereo not drawn) | -1
Cn1c(=O)c2c(Nc3ccc(F)c(Cl)c3)ccnc2n(C)c1=O | -8
CCS(=O)(=O)c1ccc(-c2ccc(NC(=O)c3ccc(OC)cc3OC)cc2)nn1 | -6
COc1ccc(CCNC(=O)C(=O)NCC2COC3(CCCCC3)O2)cc1OC (stereo not drawn) | 4
COc1ccc(C(O)=C2C(=O)C(=O)N(Cc3ccco3)C2c2cc(OC)ccc2OC)cc1 (stereo not drawn) | 2
O=C(NCCS(=O)(=O)N1CCc2ccccc2C1)c1ccc(Br)o1 | -7
CN(C)S(=O)(=O)c1ccc(-c2csc(NN=Cc3ccc(O)cc3)n2)cc1 | 5
O=C(CCn1cnc2ccccc21)NN=Cc1ccccc1O | -9
C=CCN1C(=O)C(C)(C)COc2cc(NC(=O)COc3ccccc3C)ccc21 | 20
Cc1nc(-c2cccnc2)sc1-c1ccc(SCC(=O)Nc2ccccc2C(F)(F)F)nn1 | -18&-6
COc1cc(C=NNC(=O)c2cccnc2)ccc1OS(=O)(=O)c1ccc(C)cc1 | -8
CC(=O)Nc1ccc(S(=O)(=O)Oc2ccc(C=NN=C3NC(=O)C(CC(=O)O)S3)cc2)cc1 (stereo not drawn) | 13
Cc1cc(NC(=O)Cn2nc(-c3ccccc3C)ccc2=O)no1 | -10
Cn1cc(S(=O)(=O)Nc2nc3ccccc3nc2N2CC[C@H](O)C2)cn1 | -11
O=C(NCCc1ccc(Cl)cc1)C(=O)NCc1ccc(F)cc1 | -9
COc1ccc2cc(C(=O)N(Cc3cccs3)Cc3cccn3C)[nH]c2c1 | -18
COc1ccc(OC)c(S(=O)(=O)Nc2ccc3c(c2)N(C(=O)c2ccco2)CC3)c1 | -9
S=c1n(CN2CCCCC2)c2ccccc2n1CN1CCCCC1 | -1
O=C(c1ccccc1F)N1CCC(CNC(=O)N2CCNC2=O)CC1 | -1
CCNC(=S)NN=Cc1cc(C)ccc1C | 1
Cc1cc(NC(=O)CSc2nccn3nc(-c4ccccc4)cc23)ccc1Br | -4
Cc1c(NC(=O)C(C)N2C(=O)c3ccccc3S2(=O)=O)c(=O)n(-c2ccccc2)n1C (stereo not drawn) | 11
COc1ccc(CC(=O)NCCNC(=O)c2ccc(NC(=O)C3CC3)cc2)cc1OC | -10
CCOC(=O)Cn1c(=NC(=O)c2ccnn2CC)sc2cc(Cl)ccc21 | 0
COc1ccc(C(=O)Nc2cc(Cl)ccc2C#N)nn1 | 5
O=S(=O)(N1CCOCC1)N1CCCC[C@H](c2ccc(F)cc2)C1 | -8
COc1ccc(NC(=O)C2(c3ccc(F)cc3)CC2)cc1OC | -10
O=c1oc2c(Cl)cc(Cl)cc2cc1-c1nnc(-c2cccc(F)c2)o1 | -10
CCOC(=O)C(CCC[N+](C)(CC)CC)=NO | 0

Source: PubChem BioAssay (Small Molecule Screening Facility, UW Madison)
